SUMO1-SIM PPI – modulators of human SUMO1-mediated protein-protein interactions | 360,000 tested, 0.33% active | SUMO1 binding to a labelled peptide, TR-FRET, 1 h | inhibition, % at 20 µM; in the data active = inhibition above about 37%
Scp1 inh – blocks human Scp-1 phosphatase activity | inhibition, % at 20 µM | Recombinant Scp1, phosphopeptide, malachite green phosphate absorbance | Q9GZU7 | 340,000 tested, 0.88% active | AID 493091;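 active = inhibition above about 50% at 20 µM, limit read from the data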;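 note: plate controls were DMSO wells with enzyme for no effect and wells lacking enzyme for full effect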
Target sequence (Q9GZU7 76-261 limits assumed): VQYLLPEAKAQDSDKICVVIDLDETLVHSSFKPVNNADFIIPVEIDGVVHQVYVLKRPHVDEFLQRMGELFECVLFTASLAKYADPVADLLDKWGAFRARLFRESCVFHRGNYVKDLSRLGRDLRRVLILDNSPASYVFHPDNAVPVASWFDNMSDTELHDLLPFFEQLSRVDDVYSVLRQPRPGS
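Test system: SCP-1 phosphatase catalytic domain, residues 76-261; measured by: colorimetric phosphate reagent with accelerator and stabiliser, absorbance at 630 nm; timing: enzyme reaction 45 min at room temperature, colour 5 min, stabilisation 30 min; also added: Phosphorylated 17-residue peptide substrate; compound dosing: one concentration, 20 µM, with 1.0% DMSO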
STEP block – inhibitors of human striatal-enriched phosphatase STEP. P54829. recombinant STEP, OMFP fluorogenic substrate, fluorescence. inhibition, % at 20 µM. 360,000 tested, 0.25% active. AID 588621;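 active = inhibition at 20 µM, scaled per plate between control wells, above about 37%, limit read from the data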;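 note: 0% = DMSO with enzyme and substrate and 100% = substrate only without enzyme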
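Assay system: isolated STEP enzyme / Timing: 20 min at room temperature, dark / Doses: 20 µM, 1% DMSO / Technique: fluorescence intensity, excitation 480 nm, emission 540 nm / Reagent: fluorogenic phosphatase substrate OMFP at 25 µM final / Measure: percent inhibition scaled to no-enzyme and uninhibited-enzyme controls, plate-pattern corrected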
NadD inh – inhibitors of Staphylococcus aureus NadD. AID 602399. 360,000 tested, 0.78% active. purified NadD enzyme, colorimetric absorbance read-out. inhibition, % at 20 µM; in the data active = inhibition above about 26%; note: some compounds past the cut are filed as inactive
Tb MetRS inh – blocks T. brucei methionyl-tRNA synthetase activity; inhibition, % at 11.9 µM; purified T. brucei MetRS, ATP depletion, Kinase-Glo luminescence; 360,000 tested, 0.4% active;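 active = inhibition above a per-plate cutoff of the control wells' mean inhibition plus 3 SD, cut at about 5.5% in these data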;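 note: 0% = DMSO wells median and 100% = median of wells with control inhibitor compound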
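technique = Kinase-Glo luminescence, ATP depletion format | system = purified MetRS (methionyl-tRNA synthetase) enzyme from Trypanosoma brucei | timing = 15 min preincubation, 2 h reaction, all 25 °C | evaluation = percent inhibition versus plate control medians | dosing = single dose, 11.9 µM final nominal, 0.9% final DMSO | also added = substrates ATP, L-methionine and bulk Escherichia coli tRNA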
DNMT1 block – blocks human DNA methyltransferase DNMT1. AID 588458. DNMT1 molecular beacon, Hinp1I cleavage, fluorescence. 360,000 tested, 0.83% active. P26358. inhibition (reported as % activation of signal), % at 10 µM; in the data active = inhibition above about 50%
CSN deneddyl inh – blocks human CSN-mediated cullin deneddylation; Purified CSN, SCF-Nedd8-OG deneddylation, fluorescence polarization; inhibition, % at 12.5 µM; 360,000 tested, 0.38% active; AID 651999;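 active = pattern-corrected inhibition above about 35%, with an unprinted fluorescence ratio check between 0.5 and 1.5, limit read from the data, passing the limit was not always enough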;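 note: 0% = enzyme with substrate and 100% = substrate without enzyme; some results filed as inactive read as strong as hits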
Target sequence (Q92905 whole entry, looked up, one chain of several): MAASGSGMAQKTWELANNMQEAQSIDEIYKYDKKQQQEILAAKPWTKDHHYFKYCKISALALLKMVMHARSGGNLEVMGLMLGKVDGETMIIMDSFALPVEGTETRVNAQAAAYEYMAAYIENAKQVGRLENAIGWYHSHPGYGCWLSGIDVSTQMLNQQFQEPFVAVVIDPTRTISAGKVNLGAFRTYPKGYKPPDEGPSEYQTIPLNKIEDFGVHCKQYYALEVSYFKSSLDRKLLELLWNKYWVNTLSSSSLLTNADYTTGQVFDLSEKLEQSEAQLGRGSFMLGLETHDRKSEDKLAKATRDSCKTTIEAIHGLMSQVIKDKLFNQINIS
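Assay system: purified human Csn5 enzyme expressed in HEK293T cells; Input: 0.24 nM Csn5 enzyme, final concentration; Reagent: 10 nM SCFSkp2-Nedd8OG; Compound dosing: 12.5 µM single point; Times: reaction 90 min, room temperature; Technique: fluorescence polarization readout.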
MLLE-PAM2 inh – inhibitors of microRNA-mediated deadenylation, human PABP1 MLLE binding | P11940 | GST-MLLE / FITC-PAM2 fluorescence polarization | inhibition, % at 20 µM | 360,000 tested, 0.36% active; in the data active = inhibition above about 35%, passing the limit was not always enough;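 note: plate controls were DMSO wells with GST-MLLE for no effect and wells lacking GST-MLLE protein for full effect; some results filed as inactive read as strong as hits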
LMPTP inh – blocks human LMPTP phosphatase. recombinant LMPTP-A, OMFP fluorogenic substrate, fluorescence intensity. AID 651560. 360,000 tested, 0.22% active. P24666. inhibition, % at 20 µM;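 active = compounds that cut the enzyme signal by at least half of the control window in the single-dose screen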;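 note: plate controls were DMSO wells with enzyme plus substrate for no effect and substrate without enzyme for full effect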
Target sequence (P24666 whole entry, looked up): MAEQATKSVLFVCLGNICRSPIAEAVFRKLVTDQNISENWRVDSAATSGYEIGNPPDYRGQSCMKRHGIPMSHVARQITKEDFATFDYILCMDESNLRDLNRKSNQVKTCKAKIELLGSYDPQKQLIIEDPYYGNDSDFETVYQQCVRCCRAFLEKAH
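test system = LMPTP-A | amount = 0.625 nM LMPTP-A final | reagent = fluorogenic phosphatase substrate OMFP at 400 µM final | incubation = 50 min at room temperature | benchmarks = no-enzyme low control, uninhibited high control | medium = Bis-Tris pH 6.0, DTT, detergent | signal = fluorescence intensity of OMFP turnover product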
Rpn11 inh – Rpn11 (human) deubiquitinase inhibition; 360,000 tested, 0.59% active; human 26S proteasome, Ub4-pepOG fluorescence polarization; 20S core pre-blocked with epoxomicin; O00487; calls only at 20 µM;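 active = inhibition at 20 µM, scaled to each plate's controls, above about 33%, limit read from the data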
Numbers without * were called inactive; i = inactive; nt = no result given.

(1) COc1ccc(/C=N/n2cnnc2)cc1Oc1nc(Cl)ncc1F
(2) Cc1cccc(N2CCN(c3nc4ccc(Cl)cc4n4cnnc34)CC2)c1C
(3) Cc1cc(OCC(=O)NCC(C)C)cc(C)c1Br
(4) CN1CCN(C(=O)C2=C[C@@H](c3csc4ccccc34)C[C@@H](OCc3ccc(CO)cc3)O2)CC1
(5) COc1cc(C(CCN2CCCC2)c2c(OC)cc(OC)c3ccc(=O)oc23)cc(OC)c1OC (stereo not drawn)
(6) O=C1CC(=O)N(c2cccc(F)c2)N1
compound no.	1	2	3	4	5	6
SUMO1-SIM PPI	-5	4	0	0	-12	8
Scp1 inh	-1	-10	-5	-6	-2	7
STEP block	-1	1	-2	-1	-2	13
NadD inh	-7	20	8	-7	-6	4
Tb MetRS inh	0.2	-0.7	-0.6	-0.2	-0.4	-0.1
DNMT1 block	3	28	-3	3	-1	0
CSN deneddyl inh	-1	1	5	1	1	6
MLLE-PAM2 inh	21	-13	-5	-3	-16	6
LMPTP inh	-0.6	-0.6	0.6	0.5	-1.3	18
Rpn11 inh	i	i	i	i	i	i

(7) COc1ccc2cc(-c3cc(C(=O)O)c4ccccc4n3)ccc2c1
(8) O=C(c1ccc(N2C(=O)C3CC=C(Cl)CC3C2=O)cc1)N1CCOCC1 (stereo not drawn)
(9) O=[N+]([O-])c1ccc(N2CCN(Cc3cccc([N+](=O)[O-])c3)CC2)cc1
(10) Cc1cc(C)c(S(=O)(=O)N2CCN(c3ccc([N+](=O)[O-])c(NCC4CCCO4)c3)CC2)c(C)c1 (stereo not drawn)
(11) COc1ccc(NS(=O)(=O)c2ccc(Br)s2)cc1OC
(12) C/C(=N\N1CCCCC1)c1ccccc1O
compound no.	7	8	9	10	11	12
SUMO1-SIM PPI	-8	0	-24	0	2	1
Scp1 inh	-2	-3	-5	-14	-4	-7
STEP block	-3	-2	-1	2	-5	2
NadD inh	0	8	-5	4	-3	4
Tb MetRS inh	-1.7	-1.1	0.9	0.1	-0.1	-1.5
DNMT1 block	-2	1	-1	0	0	1
CSN deneddyl inh	2	2	2	4	-5	3
MLLE-PAM2 inh	4	-2	-2	-3	-3	0
LMPTP inh	-0.7	-0.2	-0.3	3.1	0.2	0.4
Rpn11 inh	i	i	i	i	i	i

(13) COc1cccc(CNC(=O)Cn2ccc3cc(S(=O)(=O)N4CCCC4)ccc32)c1OC
(14) Cc1ccc(S(=O)(=O)N2CCC(C(=O)N[C@@H](C)C(=O)NCc3ccco3)CC2)cc1
(15) COc1ccc(C2CC(C(F)(F)F)n3nc(C(=O)NCCCn4ccnc4)cc3N2)cc1OC (stereo not drawn)
(16) Cc1ccc(S(=O)(=O)Nc2ccccc2C(N)=O)cc1
(17) C/C(=N/Nc1ccc(C)cc1)C1(C)N(O)C(C)(C)C(c2ccco2)=[N+]1[O-] (stereo not drawn)
(18) CCC/C=N/Nc1nnc(Cc2ccc(OC)c(OC)c2)c(=O)[nH]1
compound no.	13	14	15	16	17	18
SUMO1-SIM PPI	4	1	1	1	-5	5
Scp1 inh	10	0	-2	-4	-1	-2
STEP block	0	-4	-6	0	0	-3
NadD inh	2	-5	-4	-2	0	-3
Tb MetRS inh	-0.3	-0.7	0.1	-0.9	-0.3	0.1
DNMT1 block	3	16	0	-3	-3	-3
CSN deneddyl inh	3	4	-2	2	1	0
MLLE-PAM2 inh	1	-13	0	-3	29	-1
LMPTP inh	-1.8	-2.1	-3.0	-1.0	-2.9	-0.7
Rpn11 inh	i	i	i	i	i	i

(19) C[C@H]1CN([C@@H](C)CO)C(=O)CCCn2cc(nn2)CO[C@@H]1CN(C)S(=O)(=O)c1ccc(Oc2ccccc2)cc1
(20) c1ccc(CSc2ccc(-c3cccs3)nn2)nc1
(21) O=C(CCCCC(=O)Sc1ccccc1)Sc1ccccc1
(22) COc1ccc(-n2ncc3c2CC(C)(C)CC3NC(=O)c2oc(C)cc2C)cc1 (stereo not drawn)
(23) COc1ccc(N2CCN(C(=O)c3c(-c4c(F)cccc4Cl)noc3C)CC2)cc1
(24) CC(C)(C)C1c2[nH]c3ccccc3c2CCN1CCCn1cccn1 (stereo not drawn)
(25) Oc1c(Br)cc(Br)cc1C=Nc1ccc2[nH]ncc2c1
compound no.	19	20	21	22	23	24	25
SUMO1-SIM PPI	-1	-15	10	7	9	0	14
Scp1 inh	nt	-1	-5	-5	-8	-1	-13
STEP block	-3	0	4	2	-4	-4	-2
NadD inh	-1	-3	7	1	1	-1	30*
Tb MetRS inh	-1.9	-1.3	-0.2	-0.2	0.0	-0.1	0.7
DNMT1 block	4	3	18	-3	-1	-4	-5
CSN deneddyl inh	1	-5	13	1	2	5	4
MLLE-PAM2 inh	0	24	28	-5	2	-10	-76
LMPTP inh	1.5	0.2	2.1	0.7	0.6	-1.5	0.6
Rpn11 inh	i	i	i	i	i	i	i

Compounds from the list above that contain a carbonyl joined to an NH by a bond outside any ring, in the order listed:
(3) Cc1cc(OCC(=O)NCC(C)C)cc(C)c1Br
(13) COc1cccc(CNC(=O)Cn2ccc3cc(S(=O)(=O)N4CCCC4)ccc32)c1OC
(14) Cc1ccc(S(=O)(=O)N2CCC(C(=O)N[C@@H](C)C(=O)NCc3ccco3)CC2)cc1
(15) COc1ccc(C2CC(C(F)(F)F)n3nc(C(=O)NCCCn4ccnc4)cc3N2)cc1OC (stereo not drawn)
(16) Cc1ccc(S(=O)(=O)Nc2ccccc2C(N)=O)cc1
(22) COc1ccc(-n2ncc3c2CC(C)(C)CC3NC(=O)c2oc(C)cc2C)cc1 (stereo not drawn)
compound no.	3	13	14	15	16	22
SUMO1-SIM PPI	0	4	1	1	1	7
Scp1 inh	-5	10	0	-2	-4	-5
STEP block	-2	0	-4	-6	0	2
NadD inh	8	2	-5	-4	-2	1
Tb MetRS inh	-0.6	-0.3	-0.7	0.1	-0.9	-0.2
DNMT1 block	-3	3	16	0	-3	-3
CSN deneddyl inh	5	3	4	-2	2	1
MLLE-PAM2 inh	-5	1	-13	0	-3	-5
LMPTP inh	0.6	-1.8	-2.1	-3.0	-1.0	0.7
Rpn11 inh	i	i	i	i	i	i
